CHOP inh: inhibitors of CHOP promoter induction, primary screen, cell-based, unfolded protein response, luciferase reporter; CHO-K1 CHOP-promoter luciferase, tunicamycin-induced, 15-18 h; inhibition, % at 10 µM; 220,000 tested, 3.8% active; AID 2732, 2010;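 active means compounds that reduced the stress-induced luciferase reporter signal by more than about 70% of percent inhibition, limit read from the data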;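 further: 0% = tunicamycin plus vehicle and 100% = wells without tunicamycin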
Ba/F3 V617F tox: reduced viability of JAK2V617F-dependent Ba/F3 cells, primary screen, JAK2V617F inhibitor project, cell-based, Ba/F3 EpoR-JAK2V617F, luminescence; 220,000 tested, 1.1% active; inhibition, % at 5.6 µM; AID 1446, 2008; ATP luminescence;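 active means inhibition above the campaign mean plus 3 SD over all tested compounds, cut at about 24% in these data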;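 further: cytokine-independent growth of Ba/F3 cells driven by EpoR plus mutant JAK2; 0% = DMSO-treated cells and 100% = JAK inhibitor I control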
RBBP9 inhibitor: human RBBP9 inhibitors, primary screen, biochemical, fluorescence polarization, FP-Rh probe, HTS. recombinant RBBP9. inhibition, % at 7.94 µM. 220,000 tested, 0.2% active. AID 1515, 2009;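 active means inhibition above the campaign mean of all tested compounds plus 3 SD, cut at about 14% in these data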;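 further: plate controls were DMSO wells with RBBP9 for no effect and wells lacking RBBP9 protein for full effect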
Target sequence (O75884 whole entry, looked up): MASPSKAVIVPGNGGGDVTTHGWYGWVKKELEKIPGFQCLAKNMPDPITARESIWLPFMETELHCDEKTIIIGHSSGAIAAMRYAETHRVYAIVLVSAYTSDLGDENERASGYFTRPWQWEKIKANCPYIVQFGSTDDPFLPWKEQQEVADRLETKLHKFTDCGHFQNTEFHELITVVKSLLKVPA
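System: RBBP9 protein / Quantity: 2.5 µM RBBP9 dispensing solution, before mixing / Also added: Serine-hydrolase probe FP-Rh, 375 nM pre-mixing / Dosing: 7.94 µM single dose, 0.794% DMSO / Timing: enzyme-compound preincubation 30 min, then probe labeling 45 min, 25 °C / Signal: FP readout at 525/598 nm / Controls: DMSO-treated enzyme wells and wells lacking RBBP9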
zfTRPN1 agonist: zebrafish TRPN1 channel agonists, primary screen, cell-based, HEK293, calcium fluorescence | transient receptor potential cation channel N1 (TRPN1/NompC), Danio rerio | HEK293 zebrafish TRPN1-YFP, Fluo-8 calcium fluorescence; 100% = response to 87 µM carbachol | activation, % at 3 µM | 220,000 tested, 0.18% active | AID 1424, 2008;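 active means activation above its plate's cutoff, the mean activation of test wells on that plate plus 3 SD, cut at about 19% in these data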;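 further: 0% = DMSO alone and 100% = 87 µM carbachol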
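System: zebrafish TRPN1-YFP in HEK293 cells / Dosing: 3 µM single point / Timing: dye loading 1 h at 37 °C, then 30 min room temperature / Signal: Fluo-8 calcium fluorescence, excitation 470-495 nm, emission 515-575 nm / Read-out basis: percent activation from peak over basal fluorescence ratio, control-normalized / Control set: high carbachol 87 µM, low DMSO alone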
TRPML3 ag: human TRPML3 channel agonists, primary screen, cell-based, HEK293 TRPML3-YFP, Fluo-8 calcium fluorescence, 3 µM; 100% = the carbachol control signal; activation, % at 3 µM; 220,000 tested, 0.29% active; Mucolipin-3 (Homo sapiens), Q8TDD5;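 active means activation above its plate's cutoff, the mean activation of the plate's test wells plus 3 SD, cut at about 12% in these data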;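 further: 0% = DMSO only wells and 100% = carbachol wells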
Target sequence (Q8TDD5 whole entry, looked up): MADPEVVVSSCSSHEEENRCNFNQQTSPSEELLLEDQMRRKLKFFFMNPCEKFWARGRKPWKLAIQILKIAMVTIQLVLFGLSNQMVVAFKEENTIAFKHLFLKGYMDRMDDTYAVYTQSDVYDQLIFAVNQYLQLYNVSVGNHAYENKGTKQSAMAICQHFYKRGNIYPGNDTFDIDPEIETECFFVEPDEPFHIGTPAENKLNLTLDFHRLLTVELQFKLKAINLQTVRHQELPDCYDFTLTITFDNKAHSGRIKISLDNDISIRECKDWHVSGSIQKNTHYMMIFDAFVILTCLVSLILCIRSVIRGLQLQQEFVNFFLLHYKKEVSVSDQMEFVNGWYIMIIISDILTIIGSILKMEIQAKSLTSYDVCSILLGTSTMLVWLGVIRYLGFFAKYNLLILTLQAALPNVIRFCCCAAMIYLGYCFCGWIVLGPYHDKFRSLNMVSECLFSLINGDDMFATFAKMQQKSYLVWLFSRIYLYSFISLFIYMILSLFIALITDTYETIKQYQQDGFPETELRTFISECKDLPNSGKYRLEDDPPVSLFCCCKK
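system = HEK293 cells stably carrying human TRPML3-YFP | doses = one concentration, 3 µM nominal, 0.3% DMSO | timing = dye loading 1 h 37 °C then 30 min ambient, 125 s read | detection = Fluo-8 calcium dye fluorescence, ex 470-495, em 515-575 nm | benchmarks = high control carbachol 87 µM, low control DMSO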
TNF necrop inh: inhibitors of TNF-alpha triggered necroptosis, primary screen, cell-based, Jurkat FADD-/-, single concentration | Jurkat FADD-/- TNF necroptosis rescue, ATP luminescence, 24 h; 0 = TNF only, 100 = no-TNF cells | activation (protection from cell death), % at 10 µM | 220,000 tested, 0.068% active;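 active means activation, meaning protection from cell death, of at least 50% relative to plate controls; inactive means activation below 50%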;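 further: necroptosis triggered by 40 ng/mL TNF-alpha added together with compound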
PPC-1+TRAIL kill: compounds killing PPC-1 cancer cells with TRAIL present, primary screen, TRAIL potentiator project, ATPLite luminescence, uHTS; cell killing (% activity), % at 4 µM; PPC-1 cells + TRAIL, ATPLite viability luminescence; 220,000 tested, 0.41% active;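 active means cell killing above 50% in the first pass at 4 µM, then a duplicate retest at 5 µM averaging 50% or more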;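 further: plate controls were cells with TRAIL plus DMSO for no effect and medium-only wells lacking cells for full effect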
Wee1 stabilizer: Wee1 degradation inhibitors, primary screen, cell-based, HeLa, Wee1K328M-luciferase, luminescence; 220,000 tested, 1.2% active; Wee1-like protein kinase (Homo sapiens), P30291; AID 1321, 2008; HeLa Luc-Wee1K328M stability; 100% = proteasome inhibitor MG132 effect; reporter increase, % at 5 µM;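 active means activation above the mean of all tested compounds plus 3 SD, set per screening run, cut at about 8.8% in these data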;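 further: cells exposed to compound for 20 h before luminescence read; 0% = DMSO alone and 100% = MG132 at 30 µM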
BaF3 parental: parental Ba/F3 cell viability inhibition, counter-screen for JAK2V617F inhibitor project, murine pro-B, CellTiter-Glo luminescence | CellTiter-Glo ATP luminescence | AID 1486, 2009 | 220,000 tested, 1.1% active | inhibition, % at 5.6 µM;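 active means inhibition above a per-campaign cutoff, the mean inhibition of all tested compounds plus 3 SD, cut at about 27% in these data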;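 further: 0% = DMSO wells and 100% = JAK Inhibitor I control wells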
* = called active by the depositor; nt = not tested or not shown; [ ] = remark or other dose.

Fields: zfTRPN1 agonist, BaF3 parental, CHOP inh, Wee1 stabilizer, TNF necrop inh, PPC-1+TRAIL kill, TRPML3 ag, Ba/F3 V617F tox, RBBP9 inhibitor
(1) Cc1ccc(CN2CCN(Cc3ccc(OCCO)cc3)CC2CCO)o1 (centres undefined)
 : -1.8, -1, 11, 0, -0.5, 6, 1.1, 2, -4
(2) CC(c1ccccc1)N1CCN(C(=O)CCl)CC1 (centres undefined)
 : 1.9, 4, -53, 0, -7.2, -6, 1.4, 1, -4
(3) N#CCc1nc(-c2cc3ccccc3oc2=O)cs1
 : 1.5, 3, -19, 1, -0.4, 14, 0.6, -5, -6
(4) COc1ccc(/C=N/Nc2ccccc2)cc1Cn1nc(C)c([N+](=O)[O-])c1C
 : -1.0, 6, 24, -3, -1.7, 9, 0.8, 2, 0
(5) CC(C)(C)C(=O)/C=C/c1ccc(Oc2ccccc2)cc1
 : 0.1, 0, -23, -3, 0.8, 5, 0.4, 1, -2
(6) Cc1cccc(OC(C)c2ccnc3nc(/N=C/N(C)C)nn23)c1 (centres undefined)
 : -0.6, -1, 13, -2, -4.2, 0, 0.5, 1, -1
(7) COc1cccc(CN(C)C(=O)c2cc(COc3ccc4ncccc4c3)on2)c1
 : 11, 71*, 46, 0, -6.7, 5, 4.2, 54*, 1
(8) CN1C(=O)C(O)(CC(=O)c2cccc(-n3cccc3)c2)c2ccccc21 (centres undefined)
 : 3.2, 2, 45, -3, -0.1, -16, 0.1, 4, -16
(9) NC(=O)C1CCN(C(=O)COc2ccc(Nc3ccccc3)cc2)CC1
 : 1.9, 3, -5, 0, 2.1, 17, 0.3, 2, -4
(10) CC(C)Cn1c(=O)[nH]c(=O)c2c(C(F)(F)F)cc(-c3ccccc3)nc21
 : -2.1, -3, 99*, 0, -2.6, 12, 0.4, -5, 2

(listing goes on)
Fields: zfTRPN1 agonist, BaF3 parental, CHOP inh, Wee1 stabilizer, TNF necrop inh, PPC-1+TRAIL kill, TRPML3 ag, Ba/F3 V617F tox, RBBP9 inhibitor
(11) CC(=O)c1sc(N)c(C(=O)OC(C)C)c1C
 : -0.9, 4, -10, -2, -2.7, 20, -0.5, -1, -6
(12) CCC(C)C(NC(=O)C1CCC(C)CC1)C(=O)NCCCN1CCCCC1CC (centres undefined)
 : -0.7, 8, -7, -1, 0.0, 13, 0.8, 1, 4
(13) Cn1nc(C(C)(C)C)cc1C(=O)NCc1cc(F)cc2c1OCOC2
 : 10, 57*, 58, 3, -19, 7, 5.6, 44*, -12
(14) CCn1nc(C(=O)NNC(=O)COc2ccc(OC)cc2)c2ccccc2c1=O
 : -0.8, 4, 19, -1, 1.8, 10, 0.1, 0, -8
(15) CCCOCC(O)COc1ccccc1C(=O)N1CCOCC1 (centres undefined)
 : 0.9, 2, -26, -3, -2.4, 21, 0.8, -2, -11
(16) COc1ccc(CNC(=O)/C=C/c2ccc(OCCCF)cc2)cc1OC
 : 0.8, 1, 2, -3, 0.7, 24, 0.0, -1, 0
(17) O=C(CN(CC1CCCO1)C(=O)CNS(=O)(=O)c1ccccc1)NCc1ccccc1 (centres undefined)
 : 0.1, 0, 5, -1, -0.6, 5, -0.4, -2, -1
(18) N#Cc1c(N2CCN(C(=O)c3ccco3)CC2)nc(-c2ccccc2)c2c1CCCC2
 : 0.6, 7, 15, -2, -3.3, -10, 0.0, 2, -1
(19) Clc1ccccc1CN1CCN(CCCc2ccccc2)CC1
 : -1.2, 5, 38, -4, 1.0, 16, 0.2, 3, -8
(20) CC(NC(=O)C(=O)NN=C1CCCCCCCCCCC1)c1ccccc1 (centres undefined)
 : -1.0, 2, 38, 1, -3.3, 14, 0.2, -1, -5

The listing continues:
Fields: zfTRPN1 agonist, BaF3 parental, CHOP inh, Wee1 stabilizer, TNF necrop inh, PPC-1+TRAIL kill, TRPML3 ag, Ba/F3 V617F tox, RBBP9 inhibitor
(21) O=C1CC(N2CCN(c3ccc(F)cc3)CC2)C(=O)N1c1ccc2c(c1)OCO2 (centres undefined)
 : 0.4, 4, 11, 0, 1.3, 9, -0.1, 0, -9
(22) CCc1ccc(NC(=O)C(=O)NCc2ccccn2)cc1
 : -1.2, -4, -1, 1, 1.7, -10, -0.1, -3, 3
(23) O=C(O)c1c(Cl)c(Cl)c(Cl)c(Cl)c1C(=O)N1CCCCCC1
 : -0.7, 2, -2, 2, 0.9, -11, 0.2, -1, 8
(24) Cc1ccc(NC(=O)Nc2cccc(C(F)(F)F)c2)nc1
 : 0.7, 14, -25, 1, 1.0, -17, 1.5, 6, 3
(25) Cc1cccc(Oc2ccc(Cl)cc2N)c1
 : -0.5, 11, 22, -1, -3.2, -2, -0.2, 1, -7
(26) CCOc1ccc(C)cc1S(=O)(=O)n1nc(C)cc1C
 : -0.7, 4, 0, 3, 0.5, 11, 0.8, -4, 6
(27) COc1cc2nc(=S)n3[nH]c(COc4ccccc4C)nc3c2cc1OC
 : 0.7, 5, -36, -1, 1.0, 8, 0.8, 1, -3
(28) CCn1c(=O)c(C(=O)Nc2cccnc2)c(O)c2ccccc21
 : 0.5, 1, nt, -3, -1.6, nt, 0.3, -3, 1
(29) O=C(/C=C/c1cccs1)c1ccc(N2CCOCC2)cc1
 : 3.1, 0, -5, -3, 2.1, 64*[5 µM], 1.6, -1, -8
(30) O=c1oc2ccccc2c(O)c1C=NCc1ccccn1
 : -0.2, -3, 54, 2, -1.4, 20, -0.2, -4, 3

Further entries:
Fields: zfTRPN1 agonist, BaF3 parental, CHOP inh, Wee1 stabilizer, TNF necrop inh, PPC-1+TRAIL kill, TRPML3 ag, Ba/F3 V617F tox, RBBP9 inhibitor
(31) S=C(NCCc1ccccc1)N1CCCCC1
 : -0.3, 3, -18, 4, -0.1, 15, 0.2, 0, 10
(32) O=C(Nc1ccccn1)c1ccc(Br)c(S(=O)(=O)N2CCCCC2)c1
 : 0.1, 2, 42, 1, 1.7, 21, 0.7, -2, -5
(33) Cc1ccc(-n2c(N)c(C#N)c(-c3ccc(Cl)cc3)c(C#N)c2=O)cc1
 : 2.1, 3, 6, 0, -3.5, 24, 0.5, 5, -4
(34) O=C(O)C1CCCCC1C(=O)Nc1nc(-c2cccs2)cs1 (centres undefined)
 : -1.1, 3, 3, -2, 0.7, 2, 0.3, 0, -6
(35) Cc1nnc(SCCN2CCOCC2)n1C
 : 0.7, -1, 0, 0, 0.2, -5, 1.5, -3, -1
(36) COc1ccc(S(=O)(=O)N2CCCC2)c(C)c1C
 : -1.6, 3, 32, -2, -1.2, 19, 13*, -3, -4
(37) Cc1ccc(Nc2nc3c([nH]2)c(=O)[nH]c(=O)n3C)cc1
 : -0.2, 4, 44, 0, -2.2, 14, 1.0, -3, -1
(38) Cc1ccc(N(Cc2cc3ccccc3[nH]c2=O)C(=O)c2cccs2)cc1
 : 0.7, 10, 23, 2, -0.6, 12, -0.2, 3, -4
(39) CCc1ccc(OCCCC(=O)O)c(Br)c1
 : 1.1, 4, 1, 0, -0.6, 31, 1.0, -1, -7
(40) Cn1nnnc1SCC(=O)C(C)(C)C
 : 0.6, 6, 5, 1, -0.3, 24, -0.4, 3, -2

The results go on.
Fields: zfTRPN1 agonist, BaF3 parental, CHOP inh, Wee1 stabilizer, TNF necrop inh, PPC-1+TRAIL kill, TRPML3 ag, Ba/F3 V617F tox, RBBP9 inhibitor
(41) O=C(NC1CCCCC1NC(=O)c1cccs1)c1cccs1 (centres undefined)
 : 0.0, -1, -3, 2, -1.3, 30, 0.1, -4, -3
(42) CC(CN1CCCCC1)OC(=O)C(C)(c1ccccc1)c1ccccc1 (centres undefined)
 : -1.3, 0, 59, 5, 0.0, 7, 0.4, -1, -7
(43) O=C1C(=O)N(CCN2CCOCC2)C(c2ccccn2)/C1=C(/O)c1ccc(F)cc1 (centres undefined)
 : 2.3, 3, -12, 7, 0.5, 4, 0.2, 0, 2
(44) CCCN(CCC)S(=O)(=O)c1ccc(NC(=O)COc2ccccc2)cc1
 : -1.0, 1, 38, -3, -2.1, -8, 1.9, -4, -9
(45) COc1ccc(C(=O)Nc2cc(OC)nc(OC)n2)cc1
 : -0.3, 6, 20, 3, -0.6, 40, 0.6, 4, -12
(46) O=C(Nc1ccc2oc(-c3ccccc3F)nc2c1)c1ncn[nH]1
 : 0.6, 7, -14, 2, -0.6, 33, 0.1, 2, -2
(47) c1ccc2c(CN3CCCCC3)csc2c1
 : -1.9, 0, 24, -1, 1.1, -8, 1.1, -1, -7
(48) Cc1ccc2cc3c(NC(=O)c4cccnc4)nn(C)c3nc2c1
 : 0.7, 3, 7, -2, -2.1, 14, 0.8, -4, -3
(49) O=C(COc1cccc(C(F)(F)F)c1)N1CCN(c2ccc(O)cc2)CC1
 : 0.6, 9, 18, -2, -6.7, 9, 0.5, 0, -6
(50) Cc1ccc(CN(C#N)c2nc(C)cc(C)n2)cc1
 : -0.1, 8, 37, 4, -1.3, 12, -1.2, 3, -4

New compounds follow
Fields: zfTRPN1 agonist, BaF3 parental, CHOP inh, Wee1 stabilizer, TNF necrop inh, PPC-1+TRAIL kill, TRPML3 ag, Ba/F3 V617F tox, RBBP9 inhibitor
(51) Cc1cc(-c2n[nH]c(=S)o2)c(C)n1-c1ccccc1
 : -0.1, 10, -19, 2, -2.5, -17, -0.7, 1, -6
(52) O=C(Cc1ccccc1)N1CCC(c2ccccc2)C1 (centres undefined)
 : -0.6, -1, -9, -1, 4.5, 19, 0.2, 0, 3
(53) O=C(COC(=O)c1cc(=O)[nH]c(=O)[nH]1)NCc1ccccc1
 : 0.7, 2, 3, 4, 0.2, 11, 0.7, 16, 0
(54) CN(C)CCCNC1=CC(=O)OC12CCCCC2
 : 0.3, 3, 27, 2, 0.4, 4, 1.2, -3, 2
(55) Cc1ccn2c(NC3CCCCC3)c(C(C)C)nc2c1
 : 0.2, 2, 14, -2, -1.2, -2, 1.3, -3, -8
(56) CC12CCC(c3c(C(=O)N4CCOCC4)nn(-c4ccccc4)c31)C2(C)C (centres undefined)
 : -0.7, 3, 3, 1, -0.4, -10, 0.1, 3, -2
(57) CCc1ccc(-n2c(SCc3cc(=O)n4cc(Br)ccc4n3)nc3[nH]ncc3c2=O)cc1
 : 0.6, 4, 37, 1, -4.8, -4, 0.7, 1, 6
